MC4R ag barr: human MC4R agonism via beta-arrestin; P32245; U2OS MC4R beta-arrestin complementation, luminescence; percent of melanotan II response, DMSO zero; activation, % at 8.9 µM; hit rate 0.98% among 360,000; AID 540308;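 active means activation above a per-plate cutoff, the mean activation of sample wells on that plate plus 3 SD, cut at about 8% in these data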
Target sequence (P32245 whole entry, looked up): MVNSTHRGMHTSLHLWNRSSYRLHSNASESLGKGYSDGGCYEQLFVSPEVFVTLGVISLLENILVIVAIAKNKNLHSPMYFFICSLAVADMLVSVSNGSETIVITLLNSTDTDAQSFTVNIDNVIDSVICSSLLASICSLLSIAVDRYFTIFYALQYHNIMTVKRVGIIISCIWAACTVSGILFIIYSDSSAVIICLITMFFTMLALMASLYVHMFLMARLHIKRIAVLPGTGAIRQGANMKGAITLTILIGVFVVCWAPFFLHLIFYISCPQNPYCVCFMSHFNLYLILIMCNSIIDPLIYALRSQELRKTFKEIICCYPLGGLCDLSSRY
aDG glyco act: increases alpha dystroglycan glycosylation | activation, % at 10 µM | Pro5-aDG cells, alpha-DG glycosylation AlphaScreen (IIH6); 0% Pro5, 100% B10-LARGE cell signal | hit rate 0.22% among 360,000 | AID 624168;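 active means activation of at least 8% versus controls, or a plate z-score of at least 8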;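 further: Pro5 are CHO cells carrying HIG-tagged alpha-DG that lacks glycosylation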
Vif imaging: blocks HIV Vif function. HEK293T cells, Vif self-association by quenched fluorescence, imaging, 24 h. inhibition, % at 7.49 µM. hit rate 0.35% among 340,000; in the data active means inhibition above about 50%, passing the limit was not always enough; further: some results filed as inactive read as strong as hits
m5-HT2A agonist: activates the mouse 5-HT2A serotonin receptor; CHO-K1 mHTR2A beta-arrestin complementation, luminescence; percent of 30 µM serotonin response; activation, % at 7.6 µM; hit rate 0.66% among 360,000;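 active means activation above a run cutoff, the mean activation of all tested compounds plus 3 SD, cut at about 14% in these data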;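 further: 0% = plate median of compound wells and 100% = 30 µM serotonin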
Target sequence (P35363 whole entry, looked up): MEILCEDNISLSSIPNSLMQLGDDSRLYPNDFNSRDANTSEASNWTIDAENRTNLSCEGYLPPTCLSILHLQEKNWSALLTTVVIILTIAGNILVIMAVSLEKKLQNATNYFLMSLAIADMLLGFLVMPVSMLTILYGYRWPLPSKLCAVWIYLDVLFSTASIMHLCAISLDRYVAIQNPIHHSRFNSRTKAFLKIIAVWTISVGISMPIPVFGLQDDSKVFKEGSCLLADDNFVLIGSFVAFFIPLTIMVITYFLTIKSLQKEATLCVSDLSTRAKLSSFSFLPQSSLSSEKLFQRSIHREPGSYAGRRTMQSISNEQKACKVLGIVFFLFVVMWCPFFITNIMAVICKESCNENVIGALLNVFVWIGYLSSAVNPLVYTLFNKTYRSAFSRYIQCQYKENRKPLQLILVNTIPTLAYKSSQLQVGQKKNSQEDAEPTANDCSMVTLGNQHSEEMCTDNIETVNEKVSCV
CaV13 ICDI inh: Primary screen for inhibitors of IQ motif and Ca2+-dependent inactivation inhibitor domain binding in CACNA1D, Förster resonance energy transfer in living cells, …. HEK cells, CFP/YFP FRET ICDI-IQ, plate reader, 10 min; percent FRET-ratio fall versus neutral wells. inhibition, % at 12.3 µM. hit rate 0.098% among 340,000;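 active means mean replicate inhibition of at least 30% and at least 1% of replicates passing that level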;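 further: 0% = median of the neutral control wells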
Glyco luc inh: N-linked glycosylation inhibition. D54 ERlucT glycosylation luciferase reporter, 24 h; percent of 100 nM tunicamycin response. hit rate 0.23% among 360,000. AID 588692. reporter increase, % at 12.5 µM;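 active means mean luciferase reporter signal, scaled so untreated is 0 and the glycosylation-blocking control 100, at or above a set limit in every replicate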;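 further: luciferase carries N-glycosylation sites so blocking glycosylation raises the light; 0% = median of neutral control wells and 100% = median of 100 nM tunicamycin wells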
MC4R antag cAMP: blocks human MC4R cAMP signaling; P32245; MC4R-expressing cells, MTII-stimulated cAMP, LANCE TR-FRET; inhibition, % at 6.5 µM; hit rate 0.48% among 360,000; AID 540295;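 active means inhibition above its plate's cutoff, the mean of tested wells on that plate plus 3 SD, cut at about 29% in these data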;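 further: 0% = Melanotan II alone and 100% = Melanotan II plus saturating MCL0020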
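Material – human MC4R-expressing U2OS cells · Repeats – no replicates · Detection – TR-FRET with Eu-cAMP and labeled anti-cAMP, 671 nm · Times – compound 30 min, challenge 1 h, detection 1 h · Compound – single nominal compound dose of 6.5 µM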
PDI turbidity: blocks human protein disulfide isomerase activity | PDI insulin aggregation turbidity, A650, 90 min | hit rate 0.052% among 350,000 | P07237 | inhibition, % at 10 µM | AID 588391;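 active means mean inhibition across replicates of 30% or more, whatever share of single replicates reach that level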;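 further: absorbance from insulin aggregation driven by PDI reduction with DTT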
H9c2 protect: myocardial damage modulation in H9c2 cells; AID 588492; protection from H2O2 cell death, % at 20 µM; H9c2 cardiomyocytes, H2O2 injury protection, ATPLite, 2 h; hit rate 0.63% among 360,000;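 active means compounds giving at least 50% protection of heart cells from peroxide-induced death in the single-dose screen, raw or plate-pattern-corrected value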;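 further: 0% = DMSO wells with peroxide and 100% = DMSO wells without peroxide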
ABCB6 inh MLPCN: human ABCB6 transporter inhibition; Q9NP58; K562-ABCB6 porphyrin accumulation, flow cytometry, 1 h; active compounds read low; fluorescence ratio to DMSO, % at 10 µM; hit rate 0.19% among 360,000;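 active means fluorescence ratio to DMSO below 75%, the collection mean minus 3 SD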;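 further: signal is porphyrin accumulated inside mitochondria; 100% equals median channel fluorescence of DMSO control wells; lower ratio means ABCB6 inhibition with less porphyrin fluorescence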
Numbers without * were called inactive; / = not tested or not shown.

SMILES	MC4R ag barr	aDG glyco act	Vif imaging	m5-HT2A agonist	CaV13 ICDI inh	Glyco luc inh	MC4R antag cAMP	PDI turbidity	H9c2 protect	ABCB6 inh MLPCN
O=c1[nH]c(=O)n(Cc2ccc(Oc3ccccc3)cc2)cc1Br	-1.1	0.2	-3.7	2.4	-18.4	0.7	-5.7	-6.3	22.9	98.0
Cc1ccc(N=Nc2c(C)[nH]n(-c3ccccc3)c2=O)cc1Br	-0.9	-0.2	-3.4	-0.8	-5.1	0.8	7.6	11.3	2.0	97.0
CSc1nnc(CSCc2ccc(Cl)cc2Cl)n1-c1ccccc1	0.2	0.1	-11.2	-2.9	-6.8	-3.0	0.7	15.1	-5.0	92.0
CN(Cc1cnn(C)c1)C(=O)C1CCCCC1C(=O)O (centres undefined)	1.6	0.1	8.0	-0.2	-3.9	1.2	4.4	-1.9	-4.9	91.0
CCOc1ccc(S(=O)(=O)N(C)c2ccc(OCC(=O)NCc3ccco3)cc2)cc1	2.9	-0.4	8.1	-4.4	/	3.3	1.1	0.7	1.7	90.0
C/C(=C\c1ccccc1)C(=O)Nc1nc2ccc([N+](=O)[O-])cc2s1	1.4	0.4	4.0	0.8	29.1	-6.1	7.7	-0.2	-16.3	96.0
O=C(CSCC(=O)NC1CCCC1)Nc1ccccc1	-2.4	-0.2	2.1	5.8	-13.4	3.1	0.6	-3.6	7.1	95.0
COc1ccccc1CNS(=O)(=O)c1c(C)[nH]c(=O)[nH]c1=O	-2.3	-0.1	-0.2	0.0	-8.4	0.4	9.4	-0.6	-2.1	96.0
Cn1c(=O)n(C)c2cc3[nH]cnc3cc21	0.3	-0.1	-4.9	-1.8	-15.1	5.7	8.1	-5.5	7.8	100.0
Cc1ccccc1CC1(CO)CCCN(C(=O)CCC(=O)c2ccccc2)C1 (centres undefined)	-2.7	0.3	6.9	3.6	-17.7	1.7	5.9	-10.2	0.3	99.0
COc1ccc(N2CC(C(=O)N3CCN(c4ccccc4)CC3)CC2=O)cc1 (centres undefined)	-1.3	0.1	-2.1	-3.8	-7.0	0.3	-3.9	4.6	-0.1	97.0
CC(C)(C)c1ccc(S(=O)(=O)/N=C2\C=C(NS(=O)(=O)c3ccccc3)C(=O)c3ccccc32)cc1	2.3	0.1	-5.2	7.2	-7.0	2.3	6.6	1.7	-13.7	96.0
CCCC(=O)N1c2ccccc2NC2=C(C(=O)CCC2)C1c1ccc(F)cc1 (centres undefined)	-0.2	-0.3	2.7	-1.1	-4.7	-3.1	1.9	9.2	-4.1	98.0
CN(C)CCCN1C(=O)c2cc3ccccc3cc2C1=O	-0.9	-0.1	6.8	7.5	-1.7	1.7	9.0	-1.1	6.5	105.0
CNC(=O)CSc1nnc(-c2ccco2)n1-c1cccc(C)c1C	0.3	-0.1	9.3	5.0	-19.9	3.0	-6.6	-1.2	0.6	99.0

5 entries from above, comma-delimited.
mol,MC4R ag barr,aDG glyco act,Vif imaging,m5-HT2A agonist,CaV13 ICDI inh,Glyco luc inh,MC4R antag cAMP,PDI turbidity,H9c2 protect,ABCB6 inh MLPCN
C/C(=C\c1ccccc1)C(=O)Nc1nc2ccc([N+](=O)[O-])cc2s1,1.4,0.4,4.0,0.8,29.1,-6.1,7.7,-0.2,-16.3,96.0
O=C(CSCC(=O)NC1CCCC1)Nc1ccccc1,-2.4,-0.2,2.1,5.8,-13.4,3.1,0.6,-3.6,7.1,95.0
COc1ccccc1CNS(=O)(=O)c1c(C)[nH]c(=O)[nH]c1=O,-2.3,-0.1,-0.2,0.0,-8.4,0.4,9.4,-0.6,-2.1,96.0
Cn1c(=O)n(C)c2cc3[nH]cnc3cc21,0.3,-0.1,-4.9,-1.8,-15.1,5.7,8.1,-5.5,7.8,100.0
Cc1ccccc1CC1(CO)CCCN(C(=O)CCC(=O)c2ccccc2)C1 (centres undefined),-2.7,0.3,6.9,3.6,-17.7,1.7,5.9,-10.2,0.3,99.0

(cont.)
SMILES	MC4R ag barr	aDG glyco act	Vif imaging	m5-HT2A agonist	CaV13 ICDI inh	Glyco luc inh	MC4R antag cAMP	PDI turbidity	H9c2 protect	ABCB6 inh MLPCN
COc1ccc(OCc2cc(C(=O)N(C)C(C)c3ccon3)no2)c(Cl)c1 (centres undefined)	-3.1	0.4	-6.6	-6.6	/	-1.1	12.6	1.5	-6.0	99.0
COCCNc1nnc(SCC(=O)Nc2sc3c(c2C(=O)c2ccccc2)CCCC3)s1	0.1	0.2	-2.9	2.0	-5.8	-1.6	8.4	-8.7	-11.3	97.0
Cc1cc(Cl)ccc1C(O)c1ncc(-c2ccc(F)cc2)[nH]1 (centres undefined)	1.5	0.9	/	-0.2	/	-2.5	6.1	-57.6	-16.8	96.0
Cc1sc2ncnc(SCC(=O)Nc3ncccc3O)c2c1C	-4.8	0.0	-4.4	-9.6	-5.9	0.2	3.2	2.1	15.9	99.0
Cc1[nH]c2ccccc2c(=O)c1C(=O)/C=C/c1ccccc1	-4.2	-0.1	2.4	1.1	-2.6	-18.0	-11.9	-3.1	18.0	100.0
O=[N+]([O-])c1cccc(NNS(=O)(=O)c2ccccc2F)c1	2.0	0.0	24.7	5.7	-3.3	0.3	4.0	-1.6	-1.3	93.0
COc1ccc(CCNC(=O)c2ccc3c(c2)S(=O)(=O)N=C2CCCCCN23)cc1OC	-0.1	-0.3	/	8.2	-10.8	2.9	11.7	-0.5	1.0	97.0
CC(=O)Nc1ccc(S(=O)(=O)Nc2ccc3[nH]c(=O)[nH]c3c2)cc1	-0.4	-0.1	1.8	11.3	-4.6	3.9	19.8	7.5	-4.2	102.0
COC(=O)COc1ccc(S(=O)(=O)NCc2ccc3c(c2)OCO3)cc1	-0.2	0.0	0.2	3.1	-4.4	-2.9	10.7	-7.7	-0.3	101.0
CC(C)N(Cc1ccccc1)C(=O)COC(=O)/C=C/c1cnc2ccccc2n1	-1.9	0.1	-1.1	0.5	-1.8	2.2	-8.5	3.4	25.8	103.0
CCn1ncc(S(=O)(=O)Nc2cccnc2)c1C	0.6	0.9	-6.4	-2.1	/	0.7	14.7	5.5	-5.8	99.0
CC(=O)c1sc(NC(=O)C=C(C)C)nc1C	-1.9	-0.2	-4.6	3.0	-3.7	8.1	2.9	8.1	1.4	100.0
O=C(N/N=C/C1CC=CCC1)c1ccccc1O (centres undefined)	-0.7	-0.1	-7.5	-2.1	-5.0	2.1	5.3	-2.8	-3.4	111.0
Cc1ccc(C2N(c3ccc(Cl)cc3)C(=O)N3CCCN23)cc1 (centres undefined)	6.9	0.0	3.8	5.8	-19.5	-2.1	-1.5	-3.2	-6.5	97.0
CCCc1nc(SCC(=O)Nc2cc(C)on2)c2ccccc2n1	-0.9	0.7	-3.4	-1.4	-3.3	6.9	6.8	13.5	-2.7	99.0
CN1C(=O)c2cccc3c(S(=O)(=O)NCCc4ccccc4)ccc1c23	-0.7	0.2	6.3	-6.9	-11.7	5.3	15.3	-11.8	-3.7	105.0
COC(=O)[C@]1(C)N[C@H](CN(C)S(=O)(=O)c2ccc(OC(F)(F)F)cc2)[C@@H]2C(=O)N(C)C(=O)[C@@H]21	-2.1	-0.1	0.2	-1.8	-3.5	2.1	-5.2	-3.1	0.6	100.0
Cc1ccc(-c2csc3nc(C)n(N)c(=O)c23)cc1	-2.9	-0.2	-0.5	-3.2	-4.9	-1.0	9.3	16.1	2.9	95.0
O=C(CN1C(=O)CCS(=O)(=O)c2ccccc21)NCc1ccc2c(c1)OCO2	-1.9	0.1	19.3	2.6	-4.4	1.6	3.7	-3.5	7.3	109.0
COc1cc2c(cc1OC)CN(C(=O)Nc1ccccc1Cl)CC2	-0.1	0.2	-2.3	1.7	-20.1	2.4	4.6	5.2	-1.2	96.0
COc1cccc(/C=N/N2CCOCC2)c1O	-1.8	0.1	1.5	7.6	-5.0	-0.8	-2.3	2.9	-16.5	100.0
Cc1cccc(NC(=O)CCN2C(=O)C3C4C=CC(C4)C3C2=O)n1 (centres undefined)	0.3	0.0	14.3	6.2	-6.3	0.6	24.0	2.7	2.2	84.0
N#CC1=C(N)OC2=C(C(=O)CCC2)C1c1cc2c(cc1Br)OCO2 (centres undefined)	-2.8	0.1	-4.7	-3.7	60.0*	1.5	11.5	-68.0	4.5	100.0
CCOc1ccc(CN2CCNC(=O)C2CC(=O)OC)cc1 (centres undefined)	0.0	0.3	12.6	1.2	-6.5	3.7	1.8	0.0	-2.3	89.0
O=C(COc1ccc2ccc(=O)oc2c1)NC1CCN(Cc2ccccc2)CC1	-2.8	-0.1	0.0	-2.7	-5.6	-2.4	12.2	1.0	2.4	104.0
CCC(=O)N1CCCC(C(=O)Nc2nc3ccccc3[nH]2)CC1 (centres undefined)	-1.6	-0.1	3.6	1.9	-8.9	2.6	3.6	2.6	2.9	98.0
CCCNC(=O)c1sc2c(c1C(=O)Nc1ccccn1)CCCC2	2.3	0.1	-1.5	3.0	0.9	-1.7	21.2	-2.2	12.2	97.0
O=C(O)c1cccc(N/C(=N\S(=O)(=O)c2ccccc2)c2ccccc2)c1	-1.4	0.3	3.1	0.5	2.0	3.4	16.9	8.1	-1.0	99.0
Cc1ccc(C#N)c(SCc2cccc(Br)c2)n1	-0.3	-0.1	1.9	-4.3	-19.6	-2.8	-2.8	-7.6	-1.1	95.0
CCN(CC)S(=O)(=O)c1ccc(NS(=O)(=O)c2ccc(OC)c([N+](=O)[O-])c2)cc1	2.3	-0.3	4.7	-4.2	-2.9	0.6	-2.5	-2.6	8.2	100.0
O=C(c1ccccc1Cl)N1CCN(c2ccccn2)CC1	-1.1	0.0	2.6	-1.1	-1.1	0.4	-0.3	-3.7	-2.8	86.0

Rewritten bar-delimited: part of the list above.
SMILES | MC4R ag barr | aDG glyco act | Vif imaging | m5-HT2A agonist | CaV13 ICDI inh | Glyco luc inh | MC4R antag cAMP | PDI turbidity | H9c2 protect | ABCB6 inh MLPCN
Cc1ccc(C#N)c(SCc2cccc(Br)c2)n1 | -0.3 | -0.1 | 1.9 | -4.3 | -19.6 | -2.8 | -2.8 | -7.6 | -1.1 | 95.0
O=C(CN1C(=O)CCS(=O)(=O)c2ccccc21)NCc1ccc2c(c1)OCO2 | -1.9 | 0.1 | 19.3 | 2.6 | -4.4 | 1.6 | 3.7 | -3.5 | 7.3 | 109.0
COc1cccc(/C=N/N2CCOCC2)c1O | -1.8 | 0.1 | 1.5 | 7.6 | -5.0 | -0.8 | -2.3 | 2.9 | -16.5 | 100.0
